# Source: PubChem (several laboratories)
# Calb biofilm kill: kills Candida albicans biofilms | C. albicans biofilm + clotrimazole, Alamar Blue | inhibition, % at 6 µM | 85,000 compounds, 0.14% hits | AID 834;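 active means inhibition above 20%; inactive means inhibition below 20%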;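 further: preformed 24 hr biofilms exposed to compound for 48 hr; 0% = biofilm without compound and 100% = blank killed by clotrimazole plus chlorhexidine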
# CYP2C9 activ: activators of human CYP2C9; P11712; recombinant CYP2C9, luciferin-H conversion, luminescence; hits give high values; factor 1 = untreated enzyme, 0 = blocked; activation factor at 5 µM; 96,000 compounds, 1.4% hits; AID 1024;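 active means activation factor of 2 or more for CYP2C9 at a 5 µM dose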;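 further: 0 = sulfaphenazole-blocked wells and 1 = vehicle-only wells; values of inactives mirror those of a sister screen read the other way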
# Target sequence (P11712 whole entry, looked up): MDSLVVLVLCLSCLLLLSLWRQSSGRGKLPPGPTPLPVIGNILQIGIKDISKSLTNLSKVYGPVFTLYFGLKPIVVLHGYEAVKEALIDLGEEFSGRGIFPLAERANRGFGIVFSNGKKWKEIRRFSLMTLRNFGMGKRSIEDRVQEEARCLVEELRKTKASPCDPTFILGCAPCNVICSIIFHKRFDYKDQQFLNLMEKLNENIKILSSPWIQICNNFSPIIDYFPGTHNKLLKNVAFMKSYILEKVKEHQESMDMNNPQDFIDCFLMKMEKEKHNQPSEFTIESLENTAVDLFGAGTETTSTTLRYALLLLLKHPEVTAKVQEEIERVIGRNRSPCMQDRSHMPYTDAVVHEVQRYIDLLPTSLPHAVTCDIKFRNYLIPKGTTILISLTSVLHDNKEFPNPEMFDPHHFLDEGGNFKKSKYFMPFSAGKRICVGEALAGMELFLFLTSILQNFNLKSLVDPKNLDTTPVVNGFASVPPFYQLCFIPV
# CYP2C9 inhib: blocks human cytochrome P450 2C9. P11712. CYP2C9 Supersomes, luciferin-H conversion, luminescence. 96,000 compounds, 20% hits. inhibition, % at 5 µM. AID 777;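 active means blocking of liver enzyme CYP2C9 beyond about 50% at 5 µM, limit read from the data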; further: values of inactives mirror those of a sister screen read the other way
# An asterisk follows results filed as active. This is a subset. The share of hits here may be higher or lower than overall.
SMILES	Calb biofilm kill	CYP2C9 activ	CYP2C9 inhib
C/C(N)=C(/C#N)C(=O)CSc1nc(C2CCCCC2)n(-c2ccccc2)n1	-3	0.2	77*
CCc1cccc(NC2c3ccccc3C(=O)N2c2cccnc2)c1 (configuration not stated)	5	0.5	53*
CCOC(=O)c1cc(C#N)c(SCC(=O)c2cc(C#N)c(SC)nc2C)[nH]c1=O	2	0.3	74*
O=C(NCCN1CCOCC1)c1ccc(Cl)c(S(=O)(=O)N2CCCCCC2)c1	2	0.8	18
COCCNC(=O)Cn1nc(C(F)(F)F)c(Br)c1C	8	0.5	52*
Nc1[nH]nc2nc(N3CCCC3)nc(-c3ccccc3)c12	4	1	-4
CN1CC2(C)CN(C(c3ccccc3)c3ccccc3)CC(C)(C1)C2O (configuration not stated)	9	1	-1
COc1ccccc1C(=O)Nc1cc(Cl)ccc1O	7	0.8	15
Cc1ccc(-c2nnn(Cc3nc(N)nc(N4CCOCC4)n3)n2)cc1	8	0.8	24
CCOc1ccc(NC(=O)CSC(N)=O)cc1	3	0.7	30
O=C(CSc1nc2c(c(=O)n1-c1ccc(Cl)cc1)SCC2)Nc1nccs1	5	1.1	-12
Cn1c(=O)c2c(nc(Oc3ccccn3)n2C)n(C)c1=O	5	1	-2
COc1ccc(C)cc1NC(=O)c1cnc2sccn2c1=O	8	1.1	-9
CSC(=NCCCN1CCOCC1)NS(=O)(=O)c1cccs1	3	1.2	-15
O=C(COc1ncnc2ccccc12)N1CCN(S(=O)(=O)c2ccc(Cl)cc2)CC1	-4	0.7	33
COc1ccccc1C(=O)NCc1ccc2c(c1)OCO2	2	0.5	52*
CCN(CCCNS(=O)(=O)c1ccc2c(c1)oc(=O)n2C)c1cccc(C)c1	6	1.3	-27
COc1cc(NC2=CC(=O)CC(C)(C)C2)cc(OC)c1	8	0.8	20
c1ccc2oc(CCc3nc4ccccc4o3)nc2c1	6	0.9	9
CC(C)(C)NC(=O)C1CN(S(=O)(=O)c2ccccc2)CCN1S(=O)(=O)c1ccccc1 (configuration not stated)	10	0.9	12

# For convenience, part of the list above:
SMILES	Calb biofilm kill	CYP2C9 activ	CYP2C9 inhib
c1ccc2oc(CCc3nc4ccccc4o3)nc2c1	6	0.9	9
CC(C)(C)NC(=O)C1CN(S(=O)(=O)c2ccccc2)CCN1S(=O)(=O)c1ccccc1 (configuration not stated)	10	0.9	12

# Part of the list above, set out differently.
> COc1ccccc1C(=O)NCc1ccc2c(c1)OCO2
  Calb biofilm kill: 2
  CYP2C9 activ: 0.5
  CYP2C9 inhib: 52*

> CCN(CCCNS(=O)(=O)c1ccc2c(c1)oc(=O)n2C)c1cccc(C)c1
  Calb biofilm kill: 6
  CYP2C9 activ: 1.3
  CYP2C9 inhib: -27

> COc1cc(NC2=CC(=O)CC(C)(C)C2)cc(OC)c1
  Calb biofilm kill: 8
  CYP2C9 activ: 0.8
  CYP2C9 inhib: 20

> c1ccc2oc(CCc3nc4ccccc4o3)nc2c1
  Calb biofilm kill: 6
  CYP2C9 activ: 0.9
  CYP2C9 inhib: 9

# The list goes on.
SMILES	Calb biofilm kill	CYP2C9 activ	CYP2C9 inhib
Cc1nc2ncnn2c(N2CCN(C(=O)c3cccc(F)c3)CC2)c1Cc1ccccc1	3	1	0
COC(=O)c1c(C)nc(C)c2c(=O)oc3ccccc3c12	5	0.7	33
O=C(Nc1nc2c(s1)CCCC2)c1ccc(Br)s1	-3	0.6	38
COc1ccc(NC(=O)NCCCN2CCc3ccccc3C2)cc1	-2	1	2
CCOc1ccc(-c2nnc(-c3snc(-c4ccc(F)cc4)c3N=CN(C)C)o2)cc1	6	1.1	-8
CC1=C(C(=O)OC(C)C)C(/C=C/c2ccccc2)NC(=O)N1 (configuration not stated)	-4	1.1	-12
COc1ccccc1NS(=O)(=O)c1cccc2cccnc12	13	0.7	31
CCOCCOC(=O)COc1ccc(N2C(=O)c3ccccc3C2=O)cc1	4	0.9	8
Cc1ccc(-c2csc(/C(C#N)=C(\O)CN3CCN(C(=O)c4ccco4)CC3)n2)cc1	4	0.5	48
CCCCC(NS(=O)(=O)c1ccc(OC)cc1)C(=O)O (configuration not stated)	6	1.2	-19
COc1cc(NC(=O)c2cccc3c2C(=O)N(Cc2cccnc2)C3)cc(OC)c1OC	-8	0.3	69*
CCCN(CCC)C(=O)c1ccc2c(c1)N(Cc1ccccc1)C(=O)CS2=O (configuration not stated)	8	0.1	86*
CCOC(=O)c1nnn(-c2nonc2N)c1CNc1ccc(C)c(Br)c1	3	1	4
CCOC(=O)c1cc(-c2ccc(C)o2)nn1CCC#N	4	1	4
CCCCNC(=O)CC1Nc2ccccc2NC1=O (configuration not stated)	6	1.2	-17
CCCCN(Cc1ccccc1)c1ncnc2nc[nH]c12	12	0.8	19
COCCOC(=O)C(C#N)c1nc2ccccc2nc1N1CCN(Cc2ccccc2)CC1 (configuration not stated)	0	0.1	91*
Cc1cc(C(=O)CN2C(=O)C3CC=CCC3C2=O)c(C)n1-c1ccccc1 (configuration not stated)	7	0.8	24
c1nc(NC2CCCC2)c2[nH]cnc2n1	0	0.9	14
COc1cc(C(=O)Nc2nccs2)ccc1OCc1c(C)noc1C	3	0.8	23
CCCCCn1c2nc3ccccc3nc2c2c(=O)n(CC3CCCO3)c(C)nc21 (configuration not stated)	6	0.3	74*
COc1cccc(N=Cc2ccc(O)cc2O)c1	10	0.9	7
CC1(C)CC(=O)C(C=NCCN2CCN(C(=O)NC34CC5CC(CC(C5)C3)C4)CC2)=C(O)C1	10	0.9	7
COc1ccc(-c2nnc3ccc(SCC(=O)N4CCCCCC4)nn23)cc1OC	-1	0.7	27
O=C(Nc1nnc(-c2ccccc2)o1)Nc1ccccc1Cl	4	0.7	34
CCOC(=O)C1CCCN(C(=O)CNC(=O)Cn2ccc3ccccc3c2=O)C1 (configuration not stated)	1	1.1	-9
O=S(=O)(c1cccc(-c2nc3n(n2)Cc2ccccc2-3)c1)N1CCCC1	8	1.1	-9
O=C(NCC1COc2ccccc2O1)Nc1ccccc1F (configuration not stated)	8	0.2	85*
COc1cccc(C(=O)CSc2nc3ccccc3n2CC(=O)N2CCOCC2)c1	6	0.3	68*
Cc1ccc(C)c(Cn2nnc3c(=O)[nH]c(C(=O)NCc4ccco4)nc32)c1	10	0.8	20
Cc1ccc(S(=O)(=O)N(c2cccc(C(F)(F)F)c2)C2C=CS(=O)(=O)C2)cc1 (configuration not stated)	6	0.9	11
O=C(NC(=O)c1cccc(OC(F)(F)C(F)F)c1)OC1CCS(=O)(=O)C1 (configuration not stated)	3	0.9	6
CC(C)(CNS(=O)(=O)c1ccc(Cl)cc1)N1CCCCC1	0	0.9	6
Cc1csc2nc(CNC(=O)C3CCCCC3)cn12	10	1	-2
COc1cccc(NC(=O)CSc2nc3c(c(=O)n2C)SC(C)C3)c1 (configuration not stated)	7	0.2	75*
Cc1nccn1-c1c2c(c(C#N)c3nc4ccccc4n13)CCC2	3	1	5
COc1ccc(OC)c(C(=O)COC(=O)c2c(OC)cccc2OC)c1	7	1.5	-51
Cn1c(N)c(C(=O)NCc2ccccc2)sc1=S	9	0.6	38
CCOC(=O)N1CCN(C(=O)c2cnn(-c3ccccc3)c2NC(=O)c2ccccc2F)CC1	5	1.2	-24
CCOc1ccc(C2C(C#N)=C(N)SC(N)=C2C#N)cc1OCC	1	0.2	84*
COC(=O)C(NC(C)=O)(Nc1nc2c(s1)CCCC2)C(F)(F)F (configuration not stated)	-3	0.7	27
COc1ccc(OC)c2[nH]c(=O)c(CCNC(=O)C(C)(C)C)cc12	5	1.1	-7
Cc1nc2ccc(NC(=O)Cc3cccs3)cc2s1	-4	0.3	65*
COc1ccc(C/C(N)=N/n2cnnc2)cc1	4	1	4
CCCS(=O)(=O)N1CCN(C(=O)c2cccnc2)CC1	9	1.1	-8
COC(=O)CSc1nc2ccccc2n1CC(=O)N(C(C)C)C(C)C	-1	1	-2
COc1ccc(C(=O)Nc2nccs2)cc1OC	-4	0.9	9
COc1ccc(S(=O)(=O)N2CCN(CCO)CC2)cc1-c1nnc2c3ccccc3c(C)nn12	2	0.9	8
COc1ccc(NC(=O)COC(=O)c2ccc(Br)o2)cc1OC	8	0.9	8
CCOC(=O)N1CCC(NC(=O)Cn2cc3c(n2)CCCCC3)CC1	7	1.1	-11

# (next part)
SMILES	Calb biofilm kill	CYP2C9 activ	CYP2C9 inhib
O=C1CCCCCN1Cc1nnc(SCc2nc3ccccc3s2)n1-c1ccccn1	7	0.8	16
O=C(Nc1ccc2c(c1)OCO2)C1CCN(C(=O)c2cccs2)CC1	7	0.6	39
Cc1ccc2nc3c(cc(C#N)c(=O)n3CC3CCCO3)c(=O)n2c1 (configuration not stated)	2	0.9	13
Cn1c(=O)c2c(nc(CN3CCOCC3)n2CCN2CCOCC2)n(C)c1=O	3	1.1	-15
Clc1ccc(OCc2nnc(SCCN3CCCCC3)n2Cc2ccco2)cc1	8	1	3
Cc1cc(N2CCN(C(=O)c3ccco3)CC2)n2nc(-c3cccc(Cl)c3)cc2n1	6	0.6	39
COc1ccc(CCNC(=O)c2noc3c2CCCC3)cc1OC	-5	1	-1
Cc1cccc(C)c1NC(=O)c1ccc(-n2cnnn2)cc1	5	0.9	10
Cc1ccc(C)c2nc(N3CCCC3)c(C#N)cc12	9	1.4	-42
COc1ccc(Cl)cc1NC(=O)CSc1nnc(Cc2cccn2C)n1-c1ccc(F)cc1	10	0.9	11
CCOC(=O)c1sc2nc(C)cc(C)c2c1N	7	0.9	10
CN1C(=O)CC(P(=O)(c2ccccc2)c2ccccc2)N(C)C1=O (configuration not stated)	6	1.1	-10
O=S1(=O)C=C(Sc2nnc(-c3ccccc3)o2)c2ccccc21	4	1.1	-10
CCS(=O)(=O)n1nc(C(=O)N2CCOCC2)nc1N	2	1.1	-12
CC(C)NC(=O)CSc1nncn1-c1ccccc1	9	1.1	-7
O=c1[nH]c2c(s1)C=Nc1ccccc1N2	7	1.1	-14
COc1ccc(S(=O)(=O)N2CCN(C3CCCCCCC3)CC2)cc1	4	0.8	20
CCOC(=O)N1CCC(c2cc(=O)n3[nH]c(-c4ccccc4)cc3n2)CC1	0	0.3	66*
Cc1ccccc1N(C(=O)Cn1nnc2ccccc21)C(C(=O)NCc1ccco1)c1ccncc1 (configuration not stated)	4	0.8	23
CC(c1ccccc1F)n1cc(C(=O)NCc2ccncc2)nn1 (configuration not stated)	3	0.3	69*
O=C1C(=O)N(CCCn2ccnc2)C(c2ccccn2)/C1=C(/O)c1ccccc1 (configuration not stated)	14	0.5	49
CCOC(=O)C1C(=O)NC(N2CCCCC2)=NC1C(C)C (configuration not stated)	10	1	1
O=C1C=C(N2CCN(C3=CC(=O)CCC3)CC2)CCC1	-4	1.1	-13
Cc1cccc(C)c1NC(=O)CSc1nnc([C@@H]2CCCN2C(=O)OC(C)(C)C)o1	5	1.1	-13
Cc1nc(C)c(C(=O)Nc2cccc(C)c2C)o1	17	1	1
O=c1c2c3c(sc2nc2n1CCCCC2)CCCC3	9	0.8	25
CCOc1ccc(C2C3=C(CCCC3=O)Nc3nc(C(F)(F)F)nn32)cc1OC (configuration not stated)	0	0.6	36
N#CC1=C(N)Oc2cc(O)ccc2C1c1ccccc1 (configuration not stated)	7	0.2	77*
O=C(NCc1ccco1)c1cc(S(=O)(=O)N2CCOCC2)c(Cl)cc1Cl	9	1	0
CCCc1nc2oc3c(NCC4CCCO4)ncnc3c2c2c1COC(C)(C)C2 (configuration not stated)	11	0.5	52*
O=C(c1ccc(S(=O)(=O)N2CCC(c3nc4ccccc4s3)CC2)cc1)N1CCOCC1	3	1	-3
Cc1oc2cc(O)ccc2c(=O)c1Oc1ccccc1Br	-3	1.6	-60
O=C(N=c1nc2ccccn2s1)c1ccccc1	2	0.6	36
COc1cc(NS(=O)(=O)c2ccc(F)cc2)c(OC)cc1NC(=O)C1CC1	1	0.8	16
COc1ccc(-c2c(C)oc3cc(O)cc(O)c3c2=O)cc1OC	5	0.7	26
Cc1cc(SCC(=O)NC(=O)NCc2ccco2)nc2c(C)cccc12	5	0.8	22
O=C(Nn1nnnc1Nc1ccccc1)C12CC3CC(CC(C3)C1)C2	4	0.7	33
CSc1nc(C)c(Cl)c(C)c1C#N	2	1	0
Cc1cc(NC(=O)CSc2cn(CCNC(=O)c3ccc(Cl)cc3)c3ccccc23)no1	7	0.5	46
CCN1CCN(C(=O)C2CC(c3ccc(F)cc3)=NO2)CC1 (configuration not stated)	4	1.1	-8
CCOCCCNC(=O)c1cc(C)nn1-c1ccccc1	8	0.8	18
COCCN1C(=O)c2oc3ccccc3c(=O)c2C1c1ccc(C(=O)OC)cc1 (configuration not stated)	4	1	3
CCCOC(=O)c1[nH]c2c(c1C)C(=O)CC(c1cc(OC)c(OC)c(OC)c1)C2 (configuration not stated)	-5	0.3	66*
CCC(C)(C(=O)NC1CCCCC1)N(Cc1ccco1)C(=O)CNC(=O)c1ccccc1 (configuration not stated)	1	1	-3
C=CCn1c(SCC(=O)c2ccccc2)nnc1-c1cc2ccccc2o1	1	0.6	43
COc1ccc(Nc2ncc3c(n2)CC(c2ccccc2)CC3=O)cc1 (configuration not stated)	-4	0.6	36
CCOC(=O)c1cnn(-c2ccccc2)c1NC(=O)c1ccccc1	7	0.7	31
